B2AR arrestin = qHTS assay of beta-arrestin-biased ligands of beta2-adrenergic receptor; Beta-2 adrenergic receptor (Homo sapiens), P07550; beta-arrestin recruitment to beta2AR, cell-based reporter; Potency, µM (highest dose often 46.1 µM), for the others: at the top dose activation, usual class: activators; 330,000 tested, 0.02% active; AID 492947, 2010;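 also: potency is read from the fitted curve at half-maximal effect; 0% = DMSO controls and full agonism = EC100 isoproterenol or metaproterenol; nearly all actives have a fitted effect of over 65% in size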
p53 reactivation = qHTS assay for re-activators of p53 using a Luc reporter; H1299 p53-A138V BP100-luciferase reporter, luminescence, 24 h; Potency, µM (top dose mostly 92.2 µM), without a hit: top-dose activity change, positive = activation, usual class: activators; 320,000 tested, 0.063% active; also: potency is read from the fitted curve at half-maximal effect; % of control where 0% means no effect; nearly all actives have a fitted effect of over 45% in size
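p53-null H1299 cells stably carrying temperature-sensitive p53-A138V and a BP100-luciferase reporter were pinned with compounds (4-point, 1:5 series) and held 24 hrs at 37 deg C. Luminescence was read 10 min after detection reagent.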
BRCA1 expr up = qHTS Assay to Identify Small Molecule Activators of BRCA1 Expression; MCF7-BRCA1-FFLuc reporter, luminescence, 48 h; response scale: scaled: vehicle 0%, 10 µM genistein 100%; Potency, µM (doses to about 46.1 µM), for inactives: at the top dose activation, hits mostly activators; 380,000 tested, 1.1% active; also: potency is read from the fitted curve at half-maximal effect; nearly all actives have a fitted effect of over 80% in size; some results filed as inactive show a strong effect at the top dose
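Activators of BRCA1 expression were detected as increased firefly luciferase luminescence in engineered MCF7 cells after 48 h compound incubation. Signals were scaled to genistein 10 microM as full activation.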
ELG1 genotoxic = qHTS screen for small molecules that induce genotoxicity in human embryonic kidney (HEK293T) cells expressing luciferase-tagged ELG1; HEK293T ELG1-luciferase reporter, luminescence, 16 h; Potency, µM (titrated, usually from 46 µM), for the others: at the highest dose activity change, positive = activation, most hits filed as activators; 330,000 tested, 1.3% active; AID 504466, 2011; also: potency is read from the fitted curve at half-maximal effect; % of control where 0% means no effect; nearly all actives have a fitted effect of over 60% in size
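Reporter readout depends on ELG1 protein level, which increases with genetic stress. After 16 hr compound exposure at 37 °C, luciferase activity was quantified using ONE-Glo.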
PTAP TSG101 blk = qHTS Assay for Iinhibitors of HIV-1 Budding by Blocking the Interaction of PTAP/TSG101 | AID 493005, 2010 | Potency, µM (titrated, usually from 115 µM), inactives show top-dose activity change, negative = inhibition, hits mostly inhibitors | Fluorescence polarization, FITC-PTAP peptide / Tsg101 binding | Tumor susceptibility gene 101 protein (Homo sapiens), Q99816 | 340,000 tested, under 10 active; active = well fitted inhibition curve with a large enough effect in the main read-out, with a control signal flat, not every such curve was filed as active; inconclusive = small, poorly fitted or top-dose-only effect, or effect the other way, or a change in a side signal; inactive = no such curve, though single readings can be large or run the other way; also: potency is read from the fitted curve at half-maximal effect; % of control where 0% means no effect
Target sequence (Q99816 whole entry, looked up): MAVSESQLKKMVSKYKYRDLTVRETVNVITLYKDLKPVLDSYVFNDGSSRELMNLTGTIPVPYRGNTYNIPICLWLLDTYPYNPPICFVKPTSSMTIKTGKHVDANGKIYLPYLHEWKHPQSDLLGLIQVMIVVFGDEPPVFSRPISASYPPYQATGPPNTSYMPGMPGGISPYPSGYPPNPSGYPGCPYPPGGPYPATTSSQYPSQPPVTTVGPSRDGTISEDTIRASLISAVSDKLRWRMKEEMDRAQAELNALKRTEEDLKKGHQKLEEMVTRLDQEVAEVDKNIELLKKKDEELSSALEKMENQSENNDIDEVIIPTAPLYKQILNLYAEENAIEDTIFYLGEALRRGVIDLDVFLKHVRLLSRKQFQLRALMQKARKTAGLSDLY
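Fluorescence polarization binding of Tsg101 binding domain (10 uM final) to FITC-labeled PTAP peptide (50 nM final) in HEPES pH 7.5 buffer with NaCl, Tween 20, EDTA, TCEP. Compounds added before peptide; binding 20 min at RT.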
uPA surface inh = qHTS for Inhibitors of Cell Surface uPA Generation; cell surface uPA generation assay, qHTS; Potency, µM (top dose mostly 38.3 µM), for the others: top-dose activity change, negative = inhibition, most hits filed as inhibitors; 330,000 tested, 0.31% active; active = well fitted inhibition curve with a large enough effect; inconclusive = small, poorly fitted or top-dose-only effect; inactive = no such curve, though single readings can be large or run the other way; tested in mouse RAW 264.7 cells; also: potency is read from the fitted curve at half-maximal effect; % is scaled to controls: 0 for no effect and ±100 for the full control effect; nearly all actives have a fitted effect of over 55% in size
ASM inhibitor = Inhibitors of Secretory Acid Sphingomyelinase (S-ASM): qHTS | Sphingomyelin phosphodiesterase (Homo sapiens), P17405 | placental ASM, HMU-PC fluorogenic substrate, 60 min | Potency, µM (titrated, usually from 57.5 µM), for inactives: top-dose activity change, negative = inhibition, actives largely listed as inhibitors | 340,000 tested, 0.006% active; also: potency is read from the fitted curve at half-maximal effect
Target sequence (P17405 47-631 limits assumed): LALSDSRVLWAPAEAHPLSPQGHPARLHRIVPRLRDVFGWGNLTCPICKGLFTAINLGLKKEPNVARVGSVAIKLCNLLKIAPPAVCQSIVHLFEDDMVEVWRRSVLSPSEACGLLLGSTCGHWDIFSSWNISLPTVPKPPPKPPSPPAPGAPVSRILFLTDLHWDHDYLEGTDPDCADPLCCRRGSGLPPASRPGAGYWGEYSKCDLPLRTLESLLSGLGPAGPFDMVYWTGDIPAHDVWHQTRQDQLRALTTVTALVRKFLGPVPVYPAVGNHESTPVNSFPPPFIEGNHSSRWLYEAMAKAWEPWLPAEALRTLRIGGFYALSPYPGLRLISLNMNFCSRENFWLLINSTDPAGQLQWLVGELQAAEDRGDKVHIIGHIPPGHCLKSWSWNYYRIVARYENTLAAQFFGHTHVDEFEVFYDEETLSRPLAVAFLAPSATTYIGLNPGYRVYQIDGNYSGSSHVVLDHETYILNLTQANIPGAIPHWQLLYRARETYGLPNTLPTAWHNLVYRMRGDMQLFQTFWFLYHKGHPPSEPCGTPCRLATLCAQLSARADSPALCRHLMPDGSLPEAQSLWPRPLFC
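HMU-PC0 cleavage (9 uM final) by human placental ASM, 60 min at 37 °C following 10 min compound exposure at RT; stopped at pH 10, fluorescence Ex 386/Em 447 nm.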
TRPV1 ag = HTS Assay for Compounds that Act as Agonists of the Vanilloid Receptor 1; TRPV1-expressing cells, Fluo-8 calcium influx, agonist mode; activation, % at 8.33 µM; 320,000 tested, 0.19% active; AID 540275, 2011; in the data active = activation above about 80%; inconclusive = between about 30% and that limit; also: 0% is about no effect
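Cells expressing TRPV1 were dye-loaded with Fluo-8 and read kinetically: 10 s baseline, 3 min after compound (agonist portion), then 2 min after EC20 capsaicin (allosteric enhancer portion). Calcium-bound dye fluorescence at 480/520 nm.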
Eya2 phos inh = qHTS Assay for Inhibitors of the Phosphatase Activity of Eya2; Protein phosphatase EYA2 (Homo sapiens), O00167; recombinant Eya2, OMFP fluorescence dephosphorylation (OMFP is methylfluorescein phosphate); Potency, µM (doses to about 76.9 µM), without a hit: at the top dose activity, negative = inhibition, most hits filed as inhibitors; 330,000 tested, 0.006% active; AID 488837, 2010; also: potency is read from the fitted curve at half-maximal effect; % is scaled to controls: 0 for no effect and ±100 for the full control effect
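Eya2 (0.2 uM) preincubated 10 min at ambient with compound, then OMFP substrate added at 50 uM; 10 min reaction in 50 mM HEPES pH 7.5, 50 mM NaCl, 5 uM MgCl2, 0.05% BSA, 1 mM DTT. Fluorescence read at Ex 485/Em 525 nm.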
USP2a block = qHTS Assay for Inhibitors of Ubiquitin-specific Protease USP2a Using CHOP2 as the Reporter; Ubiquitin carboxyl-terminal hydrolase 2 (Homo sapiens), O75604; USP2 core, Ub-CHOP2 coupled fluorogenic reporter, 485/531; Potency, µM (top dose mostly 38.3 µM), for inactives: top-dose activity change, negative = inhibition, hits mostly inhibitors; 330,000 tested, 0.01% active;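 also: potency is read from the fitted curve at half-maximal effect; plate controls were DMSO wells for no effect and full inhibition by NEM control for full effect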
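Cell-free coupled assay: 10nM USP2 core preincubated 30min RT with compound in Tris-HCl pH 8.0/CaCl2/CHAPS buffer, then 25nM Ub-CHOP2 and 25nM reporter substrate; fluorescence (Ex 485/Em 531) read after 60min RT, normalized to NEM inhibition, concentration-response curves fitted.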
a7 integrin act = qHTS for Activators of Integrin-Mediated Alleviation for Muscular Dystrophy; Potency, µM (titrated, usually from 38.3 µM), for the others: top-dose activation, most hits filed as activators; alpha7betagal myoblasts, beta-gal FDG fluorescence, 48 h; 350,000 tested, 0.064% active;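 also: potency is read from the fitted curve at half-maximal effect; 100% = response of the positive control SU9516; nearly all actives have a fitted effect of over 60% in size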
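alpha7betagal+/- myoblasts (passage 13, 250/well) treated 48 h at 37C with compounds at 1:260 dilution of DMSO stock. Lysed, then beta-galactosidase activity read as FDG fluorescence (ex 480/em 540) after 30 min, with pre-read for autofluorescence.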
The depositor's hits bear a star; [ ] = another dose, or the depositor's remark. Unless noted, calls follow the shape of the dose curve; as a rule, active = well fitted curve in the direction sought with a large enough effect; inconclusive = small, poorly fitted or top-dose-only effect, or another doubt; inactive = no such curve, though single readings can be large; an effect the other way counts as inactive or inconclusive.

Screening CC(C)(C)C(=O)CC1(O)C(=O)N(Cc2ccccc2)c2ccccc21 (stereo not drawn) returned B2AR arrestin 0.0%, p53 reactivation -4%, BRCA1 expr up -10%, ELG1 genotoxic -5%, PTAP TSG101 blk -5%, ASM inhibitor 1%, TRPV1 ag -9, Eya2 phos inh -5%, USP2a block 4% and a7 integrin act -7%.
Screening CN(CCCC(=O)Nc1nccs1)S(=O)(=O)c1ccc(Cl)cc1 returned B2AR arrestin -0.1%, p53 reactivation -10%, BRCA1 expr up 0%, ELG1 genotoxic 0%, PTAP TSG101 blk -4%, uPA surface inh 6%, ASM inhibitor -2%, TRPV1 ag 0, Eya2 phos inh 0%, USP2a block 0% and a7 integrin act 0%.
`CC(C)Oc1ccc(S(=O)(=O)N2CCOCC2)cc1NC(=O)c1ccc(N2CCCC2=O)cc1` gave B2AR arrestin -0.3%, p53 reactivation -16%, BRCA1 expr up -2%, ELG1 genotoxic -6%, PTAP TSG101 blk -2%, uPA surface inh -4%, ASM inhibitor -1%, TRPV1 ag 0, Eya2 phos inh 3%, USP2a block 0% and a7 integrin act -8%.
`COc1ccc(CCNC(=O)COc2coc(CN3c4ccccc4CC3C)cc2=O)cc1OC` (stereo not drawn) gave B2AR arrestin -0.1%, p53 reactivation 2%, BRCA1 expr up -33%, ELG1 genotoxic -2%, PTAP TSG101 blk -1%, uPA surface inh 0%, TRPV1 ag 11, Eya2 phos inh 14%, USP2a block -1% and a7 integrin act -15%.
Screening CCc1ccc(C(=O)NNC(=O)c2cc(S(=O)(=O)N(C)C)ccc2N2CCCC2)cc1 returned B2AR arrestin -0.3%, p53 reactivation 1%, BRCA1 expr up 2%, ELG1 genotoxic -1%, PTAP TSG101 blk -2%, uPA surface inh 4%, ASM inhibitor -3%, TRPV1 ag 3, Eya2 phos inh 0%, USP2a block 1% and a7 integrin act -4%.
Screening CC(/C=C/c1ccco1)=N\NC(=O)CNc1ccc2ccccc2c1 returned B2AR arrestin -0.6%, p53 reactivation 0%, BRCA1 expr up -67%, ELG1 genotoxic 0%, PTAP TSG101 blk 0%, uPA surface inh -1%, ASM inhibitor -11%, TRPV1 ag -1, Eya2 phos inh -22%, USP2a block 2% and a7 integrin act 15%.
For O=C(Nc1ncc(Cc2ccccc2Cl)s1)C1CCCO1 (stereo not drawn) the results were B2AR arrestin 0.3%, p53 reactivation 14µM*, BRCA1 expr up 4.5µM*, ELG1 genotoxic inconclusive, PTAP TSG101 blk -5%, uPA surface inh -6%, ASM inhibitor -4%, TRPV1 ag inconclusive, Eya2 phos inh 0%, USP2a block 1% and a7 integrin act -48%[inhibitor].
CCn1c(SCc2nc3ccccc3s2)nnc1-c1cccs1 was read as B2AR arrestin 0.0%, p53 reactivation inconclusive, BRCA1 expr up 27%, ELG1 genotoxic inconclusive, PTAP TSG101 blk -2%, ASM inhibitor 4%, TRPV1 ag 1, Eya2 phos inh 9%, USP2a block -1% and a7 integrin act 23%.
For Cc1ccc(OCC(=O)Nc2ccc(Cl)cc2)c(-n2nc3ccccc3n2)c1 the results were B2AR arrestin -0.3%, p53 reactivation 1%, BRCA1 expr up 0%, ELG1 genotoxic -1%, PTAP TSG101 blk -6%, uPA surface inh 0%, ASM inhibitor 6%, TRPV1 ag 1, Eya2 phos inh -1%, USP2a block 3% and a7 integrin act inconclusive.
`Cc1ccc(NC(=O)Nn2cnnc2)cc1Cl` gave B2AR arrestin -1.0%, p53 reactivation -6%, BRCA1 expr up 15%, ELG1 genotoxic 8%, PTAP TSG101 blk -4%, uPA surface inh 3%, ASM inhibitor 1%, TRPV1 ag 1, Eya2 phos inh 14%, USP2a block 0% and a7 integrin act inconclusive.
O=C(c1ccc(Cl)c(S(=O)(=O)N2CCc3ccccc3C2)c1)N1CCN(c2ccccc2)CC1 was read as B2AR arrestin -0.5%, p53 reactivation 4%, BRCA1 expr up -47%, ELG1 genotoxic -9%, PTAP TSG101 blk -1%, uPA surface inh -15%, ASM inhibitor -1%, TRPV1 ag 0, Eya2 phos inh -14%, USP2a block 1% and a7 integrin act -18%.
For O=[N+]([O-])c1cc([N+](=O)[O-])c(Oc2cc(F)cc(F)c2F)cc1NN1CCCCC1 the results were B2AR arrestin -0.8%, BRCA1 expr up 0%, ELG1 genotoxic 8%, PTAP TSG101 blk 0%, uPA surface inh -11%, ASM inhibitor -8%, TRPV1 ag inconclusive, Eya2 phos inh 1%, USP2a block 1% and a7 integrin act -6%.
For CNC(=O)COc1ncnc2sc(C)c(C)c12 the results were B2AR arrestin 0.1%, p53 reactivation -2%, BRCA1 expr up -3%, ELG1 genotoxic -2%, PTAP TSG101 blk -9%, uPA surface inh -1%, ASM inhibitor -3%, TRPV1 ag 0, Eya2 phos inh -3%, USP2a block 2% and a7 integrin act -3%.
For O=C(CNC(=O)c1ccccc1)OCC(=O)N1N=C(c2ccc(Cl)cc2)CC1c1ccco1 (stereo not drawn) the results were B2AR arrestin -0.3%, p53 reactivation 0%, BRCA1 expr up -5%, ELG1 genotoxic 2%, PTAP TSG101 blk -5%, uPA surface inh 7%, ASM inhibitor 5%, TRPV1 ag 4, Eya2 phos inh -25%, USP2a block -5% and a7 integrin act 24%.
`Cc1ccc(SCc2cc(=O)[nH]c(Nc3nc(C)c4cccc(C)c4n3)n2)cc1` gave B2AR arrestin -0.5%, p53 reactivation -1%, BRCA1 expr up -86%[inhibitor], ELG1 genotoxic -9%, uPA surface inh 8%, ASM inhibitor -12%, TRPV1 ag 2, Eya2 phos inh -12%, USP2a block 1% and a7 integrin act 6%.
CC(OC(=O)c1ccc(Cl)c(S(N)(=O)=O)c1)C(=O)NCc1ccc2c(c1)OCO2 (stereo not drawn) was read as B2AR arrestin -0.1%, p53 reactivation -7%, BRCA1 expr up 1%, ELG1 genotoxic 2%, PTAP TSG101 blk -4%, uPA surface inh 3%, ASM inhibitor 11%, TRPV1 ag -3, Eya2 phos inh -17%, USP2a block -3% and a7 integrin act 3%.
`COc1cc(C2/C(=C(\O)c3ccc4c(c3)CC(C)O4)C(=O)C(=O)N2CCCn2ccnc2)ccc1O` (stereo not drawn) gave B2AR arrestin -0.1%, p53 reactivation 28%, BRCA1 expr up 2%, ELG1 genotoxic 3%, PTAP TSG101 blk -5%, uPA surface inh 5%, ASM inhibitor -2%, TRPV1 ag 1, Eya2 phos inh -13%, USP2a block -2% and a7 integrin act -20%.
For CN(C)CCN1C(=O)c2oc3ccccc3c(=O)c2C1c1ccc(F)cc1 (stereo not drawn) the results were B2AR arrestin -0.3%, p53 reactivation -1%, BRCA1 expr up -13%, ELG1 genotoxic 3%, PTAP TSG101 blk -4%, ASM inhibitor -1%, TRPV1 ag 4, Eya2 phos inh 1%, USP2a block 0% and a7 integrin act 20%[7.66 µM].
COc1ccc(CCNC(=O)CC2Nc3ccccc3NC2=O)cc1OC (stereo not drawn) was read as B2AR arrestin 3.9%, p53 reactivation 15%, BRCA1 expr up 17%, ELG1 genotoxic 6%, PTAP TSG101 blk -2%, uPA surface inh -1%, ASM inhibitor 21%, TRPV1 ag 4, Eya2 phos inh 8%, USP2a block -1% and a7 integrin act -17%.
`COc1cc(C(=O)NCc2ccc(C)cc2)ccc1OC(F)F` gave B2AR arrestin -0.5%, p53 reactivation -5%, BRCA1 expr up 5%, ELG1 genotoxic -2%, PTAP TSG101 blk -4%, uPA surface inh -7%, ASM inhibitor 8%, TRPV1 ag 13, Eya2 phos inh 13%, USP2a block 0% and a7 integrin act 5%.
Cc1cccc(NC(=O)C2CC(=O)N/C(=N/N=C/c3ccco3)S2)c1 (stereo not drawn) was read as B2AR arrestin -0.6%, p53 reactivation 2%, BRCA1 expr up -13%, ELG1 genotoxic 2%, PTAP TSG101 blk 0%, uPA surface inh 6%, ASM inhibitor 4%, TRPV1 ag 1, Eya2 phos inh -8%, USP2a block -2% and a7 integrin act -11%.
Screening COc1ccc(NC(=O)C(=O)NCCC2CCCCN2S(=O)(=O)c2ccc(F)cc2)cc1 (stereo not drawn) returned B2AR arrestin 0.3%, p53 reactivation -3%, BRCA1 expr up -34%, ELG1 genotoxic -23%, PTAP TSG101 blk -1%, uPA surface inh -15%, ASM inhibitor -8%, TRPV1 ag 3, Eya2 phos inh 10%, USP2a block -14% and a7 integrin act -23%.

High-throughput results (PubChem BioAssay)
